# HCV inhibitor: HCV inhibition. Huh7.5.1 HCVcc-Cre infection, luciferase reporter, 44 h. Potency, µM (doses to about 41.8 µM), for inactives: top-dose activity change, negative = inhibition, actives largely listed as inhibitors. AID 651820. 3.4% of 340,000 active; note: potency is the fitted concentration of half-maximal effect
#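 Luciferase read-out (15 sec integration) after a 15 min room-temperature substrate step quantifies HCVcc-Cre infection. Cells, 1,000 per well, had compound added 4 h post-plating, then virus at ~0.5 moi, and were cultured 44 h.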
# TbPYK inhibitor: inhibitors of Trypanosoma brucei pyruvate kinase | TbPYK enzyme, Kinase-Glo Plus ATP luminescence, 45 min | Potency, µM (titrated, usually from 76.8 µM), without a hit: top-dose activity, negative = inhibition, hits mostly inhibitors | 0.12% of 410,000 active | Q57TT1; note: potency is the fitted concentration of half-maximal effect; nearly all actives have a fitted effect of over 50% in size
#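 Glycolytic pyruvate kinase of T. brucei was incubated with substrate, test compound and 130 uM ADP for 45 minutes at room temperature. Luminescent Kinase-Glo Plus signal was measured after 10 minutes.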
# AMA1-RON2 inh: AMA1-RON2 (P. falciparum) interaction inhibition. AlphaScreen AMA1-biotinylated RON2 peptide binding. Potency, µM (titrated, usually from 58.2 µM), for inactives: at the highest dose activity change, negative = inhibition, hits mostly inhibitors. AID 720542. 0.2% of 360,000 active;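 note: potency is the fitted concentration of half-maximal effect; 0% = vehicle wells and -100% = peptide control; nearly all actives have a fitted effect of over 45% in size; some results filed as inactive show a strong effect at the top dose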
#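 AMA1 (3D7) with his tag at 25 nM final met compounds first, then biotinylated RON2 peptide at 25 nM; detection used donor plus acceptor beads, 10 µg/mL apiece, read by AlphaScreen after 30 min at room temperature.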
# AmpC inh no detg: AmpC beta-lactamase inhibition without detergent; AmpC nitrocefin hydrolysis, absorbance 480 nm, 0.0001% Triton; 0.52% of 330,000 active; AID 485341; P00811; Potency, µM (series often up to 57.1 µM), for the others: top-dose activity change, negative = inhibition, actives largely listed as inhibitors;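 note: potency is the fitted concentration of half-maximal effect; plate controls were no compound for no effect and no enzyme for full effect; nearly all actives have a fitted effect of over 20% in size; some results filed as inactive show a strong effect at the top dose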
# Target sequence (P00811 whole entry, looked up): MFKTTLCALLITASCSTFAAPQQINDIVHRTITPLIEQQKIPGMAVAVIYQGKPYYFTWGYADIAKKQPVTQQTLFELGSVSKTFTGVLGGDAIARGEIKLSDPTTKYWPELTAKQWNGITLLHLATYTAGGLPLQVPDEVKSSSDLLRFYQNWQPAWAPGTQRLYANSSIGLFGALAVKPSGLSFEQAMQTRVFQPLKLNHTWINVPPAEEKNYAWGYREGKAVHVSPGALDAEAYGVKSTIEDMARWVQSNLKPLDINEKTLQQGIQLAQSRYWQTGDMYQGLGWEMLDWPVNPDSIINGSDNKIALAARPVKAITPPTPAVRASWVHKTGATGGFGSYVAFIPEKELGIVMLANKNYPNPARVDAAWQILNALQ
#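 20 mM phosphate pH 7.0 + 0.01% (detergent screen) or 0.0001% Triton X-100; 5.3 nM AmpC reagent; cpd preinc 15 min RT; nitrocefin (800 uM stock) to start; A480 q20 s × 4 min; Activity was normalised to no-enzyme and no-compound control wells.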
# HCMV inh: inhibitors of human cytomegalovirus; 4.5% of 410,000 active; activity change, negative = inhibition, % at 57.5 µM; HFF cells, HCMV-luciferase reporter, 72 h; stronger effect = lower value; in the data active = activity change below about -60%; inconclusive = no clear call, values can overlap the other calls; inactive = above about -39%
#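 Luciferase read-out from HCMV-luciferase-infected HFFs (MOI 1 PFU/cell) 72 h post infection at 37C; compounds added after 16 h cell attachment; activity normalized between buffer-only basal and Salinomycin (10uM) inhibitor controls.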
# AmpC inh detg: blocks E. coli AmpC beta-lactamase in detergent assay; P00811; AmpC hydrolysis of nitrocefin, absorbance 480 nm, 0.01% Triton; Potency, µM (titrated, usually from 114 µM), inactives show at the top dose activity change, negative = inhibition, most hits filed as inhibitors; 0.041% of 370,000 active; AID 485294;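 note: potency is the fitted concentration of half-maximal effect; 0% = no-compound wells and -100% = no-enzyme wells; nearly all actives have a fitted effect of over 25% in size; some results filed as inactive show a strong effect at the top dose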
#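 20 mM phosphate pH 7.0 + 0.01% (detergent screen) or 0.0001% Triton X-100; 5.3 nM AmpC reagent; cpd preinc 15 min RT; nitrocefin (800 uM stock) to start; A480 q20 s × 4 min; Activity was normalised to no-enzyme and no-compound control wells.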
# LmPK inh: inhibitors of Leishmania mexicana pyruvate kinase | Q27686 | purified LmPK, Kinase-Glo ATP luminescence, 1 h | Potency, µM (doses to about 57.5 µM), without a hit: at the top dose activity change, negative = inhibition, hits mostly inhibitors | 0.37% of 290,000 active | AID 1721; note: potency is the fitted concentration of half-maximal effect
# Target sequence (Q27686 whole entry, looked up): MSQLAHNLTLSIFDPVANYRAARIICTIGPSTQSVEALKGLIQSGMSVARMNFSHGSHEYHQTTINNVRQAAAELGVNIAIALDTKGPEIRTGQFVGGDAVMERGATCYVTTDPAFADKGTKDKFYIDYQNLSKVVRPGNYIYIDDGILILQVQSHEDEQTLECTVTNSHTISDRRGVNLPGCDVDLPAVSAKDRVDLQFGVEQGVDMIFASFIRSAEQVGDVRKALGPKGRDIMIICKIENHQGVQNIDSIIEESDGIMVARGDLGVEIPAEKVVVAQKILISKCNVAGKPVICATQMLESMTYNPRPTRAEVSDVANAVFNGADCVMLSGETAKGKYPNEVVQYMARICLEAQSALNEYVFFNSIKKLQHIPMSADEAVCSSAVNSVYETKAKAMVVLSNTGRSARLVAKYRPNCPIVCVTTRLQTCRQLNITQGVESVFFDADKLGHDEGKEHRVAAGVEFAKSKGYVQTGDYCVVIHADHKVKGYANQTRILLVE
#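 Pyruvate kinase activity monitored as ATP production (luciferase luminescence). Conditions: 0.1 nM enzyme, 0.5 mM PEP, 0.1 mM ADP, 1 h, RT; normalized against uninhibited and no-enzyme wells.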
# Numbers without * were called inactive; ? = inconclusive; . = not tested or not shown; & = joins results of further samples; [ ] = dose if it differs, or a comment. Unless noted, calls come from the whole dose curve; as a rule, active = well fitted curve in the direction sought with a large enough effect; inconclusive = small, poorly fitted or top-dose-only effect, or another doubt; inactive = no such curve, though single readings can be large; an effect the other way counts as inactive or inconclusive. Unless noted, % is set by controls: 0 for no effect and ±100 for the full control effect.
1) CC1=C(C(=O)Nc2ccc(C)cc2)C(c2ccc(N(C)C)cc2)NC(=O)N1 (stereo unspecified)
2) O=C1c2ccccc2C(=O)N1CCc1c(-c2[nH]c3ccccc3c2CCN2C(=O)c3ccccc3C2=O)[nH]c2ccccc12
3) CCN1C(=O)/C(=C\N2CCOCC2)SC1=S
4) O=C1CCCC(=NCc2ccco2)C1
5) Cc1nn(Cc2ccccc2)c(C)c1/C=N/NC(=O)c1cccnc1
6) COc1ccc(S(=O)(=O)Nc2cccc3c2O[C@H](CN(C)S(=O)(=O)c2ccc(OC)cc2)[C@@H](C)CN([C@H](C)CO)C3=O)cc1
7) CCC(Sc1nc(N)c(NC(=O)c2ccco2)c(=O)[nH]1)C(=O)O (stereo unspecified)
8) CCOc1cc(CNCCO)cc(Br)c1OCc1cccs1
screen / no. | 1 | 2 | 3 | 4 | 5 | 6 | 7 | 8
HCV inhibitor | -13% | ? | 16% | 15% | -3% | 13% | 24% | 5.6µM*
TbPYK inhibitor | 0% | -4% | -5% | 0% | 0% | 3% | -21% | 2%
AMA1-RON2 inh | -8% | 0% | 0% | -1% | -1% | -6% | 2% | -3%
AmpC inh no detg | -22% | . | -3% | -17% | 8% | 248%[activator] | -6% | 34%
HCMV inh | . | 16 | -6 | -24 | 16 | -4 | 7 | ?
AmpC inh detg | -5% | . | 9% | ? | 3% | . | -9% | -1%
LmPK inh | 5% | . | -2% | -3% | 3% | . | -1% | -1%

9) CCCCNC(=S)N1CCN(Cc2ccc3c(c2)OCO3)CC1
10) O=C1CCN(S(=O)(=O)c2ccc(Cl)cc2)N1
11) O=C(Nc1ccc(Br)cc1Br)c1cccc2c1C(=O)N(C1CCCCC1)C2
12) COc1ccc(C)cc1-n1c(SCC(=O)NCc2ccco2)nc2c([nH]c3ccccc32)c1=O
13) O=C(NN=C1CCCCCCCCCCC1)c1cccc(S(=O)(=O)N2CCOCC2)c1
14) N#CCc1cc2ccc3cccc4ccc(c1)c2c34
15) CCOc1ccc2nc(NC(=O)C(CCSC)NS(=O)(=O)c3cccs3)sc2c1 (stereo unspecified)
16) Cc1ccc(NC(=O)CC(c2ccc(F)cc2)N2Cc3ccccc3C2=O)cc1C (stereo unspecified)
screen / no. | 9 | 10 | 11 | 12 | 13 | 14 | 15 | 16
HCV inhibitor | -13% | 3% | ? | . | 22% | ? | -10% | .
TbPYK inhibitor | 20% | 5% | -2% | 5% | -10% | -5% | -9% | 1%
AMA1-RON2 inh | -6% | -5% | -2% | . | 19% | 51%[activator] | -6% | .
AmpC inh no detg | 29% | -9% | -21% | . | -7% | -38% | -50% | .
HCMV inh | -39 | 14 | 9 | ? | 23 | 13 | . | ?
AmpC inh detg | 4% | -8% | -3% | -6% | -4% | 4% | -8% | 16%
LmPK inh | 4% | -3% | 2% | . | 7% | 5% | -16% | .

17) NP(=O)(OCCCc1ccccc1)Oc1ccccc1 (stereo unspecified)
18) Cc1ccc(OCc2n[nH]c(=S)n2Cc2ccccc2)cc1
19) N#CC(C(=O)Nc1cccc(Cl)c1)=C1Nc2ccccc2N1
20) CCCC(C(=O)Nc1cccc(S(=O)(=O)N2CCCC2)c1)c1ccccc1 (stereo unspecified)
21) CCOc1ccc(Br)cc1S(=O)(=O)Nc1ccc(Cl)c(S(=O)(=O)N(C)C)c1
22) Cc1cccc(NC(=O)C2CC2c2ccccc2)c1C (stereo unspecified)
23) Cc1cccc(COc2ccc(/C=N/NC(=O)c3nnn(-c4nonc4N)c3CN3CCCCC3)cc2)c1
24) Cc1ccc2cc(CCNC(=O)c3cccs3)c(=O)[nH]c2c1
screen / no. | 17 | 18 | 19 | 20 | 21 | 22 | 23 | 24
HCV inhibitor | -2% | 26% | ? | ? | -3% | -19% | 11% | 2%[8.37 µM]
TbPYK inhibitor | -6% | ? | -3% | 3% | 1% | -1% | -1% | -1%
AMA1-RON2 inh | -3% | 85%[activator] | -5% | -4% | -14% | 4% | -1% | 2%
AmpC inh no detg | 10% | -16% | -48% | -1% | -17% | -41% | -32% | -10%
HCMV inh | 48 | ? | ? | ? | -7 | -37 | 21 | -14
AmpC inh detg | ? | 7% | -11% | -8% | -9% | -5% | -11% | -12%
LmPK inh | 0% | -15% | -8% | . | -2% | 7% | 4% | -4%

25) COc1ccc(/C=N/NC(=O)COc2ccc(Cl)cc2Cl)cc1Cn1nc(C)cc1C
26) Cc1cccc(N(C(=O)CNC(=O)c2ccco2)C(C(=O)NCC2CCCO2)c2ccccc2)c1 (stereo unspecified)
27) O=C(NCCc1ccccc1)C1CCC(=O)N1CCc1ccccc1 (stereo unspecified)
28) O=C(CCn1c(=O)oc2ccccc21)Nc1nccs1
29) Cc1ccc(Nc2nnc(SCc3ccccc3)s2)cc1
30) Cc1ccc(C(=O)Oc2cccc(NC(=O)c3cccs3)c2)cc1S(=O)(=O)N1CCOCC1
31) O=C(COC(=O)c1ccc([N+](=O)[O-])cc1)Nc1ccc(Cl)cn1
32) O=C(O)Cc1ccc(NS(=O)(=O)c2c(Cl)cccc2Cl)cc1
screen / no. | 25 | 26 | 27 | 28 | 29 | 30 | 31 | 32
HCV inhibitor | 0% | 13% | 12% | 8% | -18% | -5% | 11% | 6%
TbPYK inhibitor | -3% | -3% | -7% | -2% | -1% | 2% | 0% | -3%
AMA1-RON2 inh | 66%[activator] | -4% | ? | 7% | 0% | 5% | -22% | 0%
AmpC inh no detg | -20% | 63%[activator] | -1% | -18% | -26% | -21% | -20% | -16%
HCMV inh | ? | -7 | 64 | -17 | -2 | 1 | -20 | -31
AmpC inh detg | -21% | 5% | 0% | 0% | ? | -12% | -3% | -13%
LmPK inh | 1% | 0% | 1% | 2% | -1% | 8% | . | 3%

33) COc1ccc(NC(=S)NC(=O)c2cccnc2)cc1
34) c1ccc(-c2nc[nH]c2-c2ccccc2)cc1
35) O=C1OC(CC(=O)N(Cc2nnc(-c3ccccc3Cl)o2)C2CC2)c2ccccc21 (stereo unspecified)
36) Cc1nc2cc(NC(=O)COc3ccc(C#N)cc3)ccc2n1-c1ccccc1
37) C#CCn1c(=NC(=O)c2sc3ccccc3c2Cl)sc2cc(S(N)(=O)=O)ccc21
38) Cc1ccc(-c2nn3c(C)nnc3s2)cc1NCc1c(F)cccc1Cl
39) CCC(C)(C)n1nnnc1C(c1ccc(OC)cc1)N1CCN(C(=O)c2ccco2)CC1 (stereo unspecified)
40) CC(C)CC1C2C(=O)N(c3ccccc3)C(=O)C2ON1c1ccccc1 (stereo unspecified)
screen / no. | 33 | 34 | 35 | 36 | 37 | 38 | 39 | 40
HCV inhibitor | 10% | ? | -9% | ? | 2% | ? | 10% | 8%
TbPYK inhibitor | 1% | -7%&-3% | -5% | -1% | -14% | -12% | -4% | 9%
AMA1-RON2 inh | 18% | -19% | 9% | -20% | -20% | 2% | 5% | 8%
AmpC inh no detg | -20% | -32%&-9% | -5% | 71%[activator] | -42% | -7% | 81%[activator] | -5%
HCMV inh | 7 | -4 | ? | -21 | -24 | -76* | -37 | 27
AmpC inh detg | -8% | 12%&0% | ? | 0% | -14% | -13% | -13% | -1%
LmPK inh | 0% | 0%&6% | . | 2% | -1% | 14% | -5% | 2%

41) CN(C(=O)COC(=O)C1CCN(S(=O)(=O)c2ccc3c(c2)OCCO3)CC1)c1ccccc1
42) Cc1ccc(C(=O)Nc2ccccc2C(=O)NCc2ccco2)cc1S(=O)(=O)N1CCCCC1
43) CCOC(=O)/C(=N\Nc1ccccc1)P(=O)(c1ccccc1)c1ccccc1
44) O=C(c1ccncc1)N1N=C(c2ccc(Cl)cc2)CC1c1ccccc1O (stereo unspecified)
45) COc1cc(/C=C/C(=O)c2ccc(F)cc2)cc(OC)c1OC
46) O=C(CSc1n[nH]c(-c2ccco2)n1)Nc1ccc(Br)cc1
47) Cn1c(CSc2nc3ccc(Br)cc3[nH]2)nc2ccccc21
48) Cc1ccc(S(=O)(=O)N(C)C[C@H]2OCc3cnnn3CCCC(=O)N([C@H](C)CO)C[C@H]2C)cc1
49) COc1ccc(C)cc1NC(=O)CN(C)S(=O)(=O)c1ccc2[nH]c(=O)oc2c1
50) CCn1c(=O)n(CC)c2cc(N3CCCC3)c(NC(=O)c3ccc(C)c([N+](=O)[O-])c3)cc21
51) CCN1CCN(C(=O)/C=C/c2ccc(OC)c(OC)c2)CC1
screen / no. | 41 | 42 | 43 | 44 | 45 | 46 | 47 | 48 | 49 | 50 | 51
HCV inhibitor | 5% | ? | -40% | ? | ? | -18% | 4% | . | . | 7.9µM* | 8%
TbPYK inhibitor | 1% | 4% | 4% | -23% | 1% | -11% | -5% | -3% | 1% | -21% | 4%
AMA1-RON2 inh | 5% | -22% | -11% | -4% | -11% | 10% | 7% | 15% | . | 11% | -12%
AmpC inh no detg | 94%[activator] | -7% | 150%[activator] | -35% | 104%[activator] | -29% | -18% | . | . | 8% | -1%
HCMV inh | -7 | 20 | -16 | 55 | -112* | 7 | -22 | 0 | -5 | -17 | 3
AmpC inh detg | 0% | -1% | 4% | 0% | -6% | ? | -10% | . | 19% | -12% | 6%
LmPK inh | . | -2% | 1% | -3% | 3% | 7% | -1% | . | . | 0% | 1%

# Part of the list above, with values under each structure:
# Order of values: HCV inhibitor | TbPYK inhibitor | AMA1-RON2 inh | AmpC inh no detg | HCMV inh | AmpC inh detg | LmPK inh
[41] CN(C(=O)COC(=O)C1CCN(S(=O)(=O)c2ccc3c(c2)OCCO3)CC1)c1ccccc1
→ 5% | 1% | 5% | 94%[activator] | -7 | 0% | .
[42] Cc1ccc(C(=O)Nc2ccccc2C(=O)NCc2ccco2)cc1S(=O)(=O)N1CCCCC1
→ ? | 4% | -22% | -7% | 20 | -1% | -2%
[43] CCOC(=O)/C(=N\Nc1ccccc1)P(=O)(c1ccccc1)c1ccccc1
→ -40% | 4% | -11% | 150%[activator] | -16 | 4% | 1%
[44] O=C(c1ccncc1)N1N=C(c2ccc(Cl)cc2)CC1c1ccccc1O (stereo unspecified)
→ ? | -23% | -4% | -35% | 55 | 0% | -3%
[45] COc1cc(/C=C/C(=O)c2ccc(F)cc2)cc(OC)c1OC
→ ? | 1% | -11% | 104%[activator] | -112* | -6% | 3%
[46] O=C(CSc1n[nH]c(-c2ccco2)n1)Nc1ccc(Br)cc1
→ -18% | -11% | 10% | -29% | 7 | ? | 7%
[47] Cn1c(CSc2nc3ccc(Br)cc3[nH]2)nc2ccccc21
→ 4% | -5% | 7% | -18% | -22 | -10% | -1%
[48] Cc1ccc(S(=O)(=O)N(C)C[C@H]2OCc3cnnn3CCCC(=O)N([C@H](C)CO)C[C@H]2C)cc1
→ . | -3% | 15% | . | 0 | . | .

# Bioassay records as filed in PubChem BioAssay.
